T cell HTS – T cell immune modulators affecting CD8 T cell-vesicle binding; 2C CD8+ T cell-vesicle binding, flow cytometry; active compounds read low; calls only at 7 µM; hit rate 0.068% among 330,000;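 active = response, share of CD8 T cells binding vesicles, and their 90th percentile fluorescence all below set limits, cut at about 80% in these data, passing the limit was not always enough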
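System: murine 2C transgenic CD8+ T lymphocytes; also added: QL9-loaded Drosophila micro-vesicles; times: binding 1.5 h at 37 °C; measured by: flow cytometry, PE anti-B7-1 (FL2) versus Alexa647 anti-CD8 (FL8), PFA-fixed; control set: Peptide-free naked vesicles (low) and QL9 vesicles with 0.7% DMSO vehicle (high)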
K1F lysis inhibition – protection from phage-mediated lysis, alamar blue read-out – E. coli UTI89, K1F phage, bacterial capsule biogenesis inhibitors (AID 488966) | E. coli UTI89 K1F phage lysis, alamar blue, 2 h; higher % means a stronger effect | inhibition, % at 100 µM; hits with a dose series show IC50 in µM | hit rate 0.02% among 340,000;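 active = phage lysis inhibition, versus mean bacterial control, above a set limit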;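 note: capsule biogenesis inhibitors block K1F phage lysis so surviving cells raise fluorescence; higher fluorescence means more inhibition of phage lysis; actives were called in the ten point dose series up to 300 µM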
TNAP activation fold – stimulation of alkaline phosphatase TNAP activity – biochemical, luminescent, no phosphate acceptor, uHTS, primary screen (AID 1001); purified TNAP, luminescent activation assay, no phosphate acceptor; higher activation fold means a stronger effect; hit rate 0.03% among 200,000; activation fold at 20 µM, or EC50 in µM where a hit was titrated; in the data active = activation fold from about 3, or a potency from the dose series; inactive = the rest, 99 in 100 with activation fold below about 1.6; note: many of its hits are not listed in these tables
M17LAP inhibition – P. falciparum M17LAP inhibitors, primary screen, biochemical, fluorogenic H-Leu-NHMec substrate, 1536-well (AID 1619); recombinant M17LAP, H-Leu-NHMec fluorogenic kinetic assay; higher % means a stronger effect; one-dose inhibition, % at 30 µM; IC50 in µM for titrated hits; hit rate 0.38% among 220,000;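 active = compound inhibiting the enzyme by more than half at any dose during confirmatory dose-response retesting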;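 note: plate controls were full reaction with DMSO carrier for no effect and no enzyme background for full effect; strong numbers were not always called active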
RSV antiviral HEp-2 – RSV antiviral activity via CPE protection, HEp-2 cells, primary 10 µM value included (AID 2391). HEp-2 cells, RSV-induced CPE inhibition; higher % means a stronger effect. one-dose CPE inhibition, % at 10 µM; IC50 in µM for titrated hits. hit rate 0.13% among 310,000; in the data active = a potency from the dose series; note: strong numbers were not always called active
PMI inhibition – human PMI inhibitors, high substrate, primary screen, biochemical, fluorescence intensity, high mannose 6-phosphate (AID 1220); recombinant PMI enzyme, coupled fluorescence intensity; higher % means a stronger effect; one-dose inhibition, % at 20 µM; IC50 in µM for titrated hits; hit rate 0.66% among 190,000
PMI inhibitors – MPI enzyme activity inhibition – biochemical, fluorescence intensity, coupled assay, primary screen (AID 1209). purified PMI enzyme, coupled fluorescence intensity; higher % means a stronger effect. inhibition, % at 20 µM; hits with a dose series show IC50 in µM. hit rate 0.42% among 190,000;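 note: plate controls were DMSO vehicle for no effect and wells lacking substrate for full effect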
West Nile virus CPE – inhibition of WNV-induced cytopathic effect – cell-based, CPE readout (AID 1621). CPE inhibition, % at 10 µM; hits with a dose series show IC50 in µM. West Nile virus-infected cells, CPE inhibition; higher % means a stronger effect. hit rate 0.02% among 290,000; in the data active = a potency from the dose series; note: strong numbers were not always called active
P. falciparum M1AAP – malaria alanyl aminopeptidase activity blockers – biochemical, fluorogenic H-Leu-NHMec substrate, 1536-well (AID 1445) | recombinant M1AAP, H-Leu-NHMec fluorogenic kinetic assay; higher % means a stronger effect | inhibition, % at 30 µM, or IC50 in µM where a hit was titrated | hit rate 0.42% among 220,000;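 active = primary inhibition above the hit cutoff, then over 50% inhibition at one or more dose response concentrations, cut at about 23% in these data, passing the limit was not always enough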;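 note: plate controls were DMSO full reaction for no effect and no enzyme background for full effect; strong numbers were not always called active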
T cell HTS vesicle-bound % – also measured in T cell HTS; calls as there; double positive events, %; measured here: CD8+ vesicle-bound cell fraction;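 binding gate set so that unloaded-vesicle control wells show 10% double positive cells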
* marks the source's active call; other numbers are inactive results; i = inactive; . = not tested or not shown; [ ] = dose if it differs, or a comment. Cut-off read from the data, not from the text of the source, unless noted: active = inhibition above about 50%; inactive = the rest.

SMILES | T cell HTS | T cell HTS vesicle-bound % | K1F lysis inhibition | TNAP activation fold | M17LAP inhibition | RSV antiviral HEp-2 | PMI inhibition | PMI inhibitors | West Nile virus CPE | P. falciparum M1AAP
C=C(C)C(=O)Nc1cccc(C2=NOC3(C2)C[C@H](C(N)=O)N(C(=O)CC#N)C3)c1 (stereo partly drawn) | i | 16 | . | . | -4% | 1.3% | . | . | -0.3% | 6%
CC1(OC(=O)CCc2ccccc2)C(=O)C=C2C=C(c3ccc(C#N)cc3)N(CC3CC3)C=C2C1=O (stereo not drawn) | i | 42 | -0.1% | . | 6% | -1.3% | . | . | 0.1% | 3%
CCCOc1ccc(N2C(=O)CC(NCc3cccnc3)C2=O)cc1 (stereo not drawn) | i | 34 | -1.7% | 1.1 | 0% | 1.6% | -5% | 0% | -0.1% | 7%
COc1ccc(-n2nnc3c(SCC(=O)Nc4ccc5c(c4)OCCO5)ncnc32)cc1 | i | 16 | . | 1.1 | -3% | -3.0% | 5% | 17% | . | 0%
O=C(CSc1c[nH]c2ccccc12)N1CCOCC1 | i | 17 | 2.5% | 1.1 | 6% | . | 7% | 4% | 0.2% | -2%
CCCOc1ccc(-c2c(C(=O)N/N=C(\C)c3ccco3)nnn2-c2nonc2N)cc1 | i | 21 | -0.4% | . | . | -2.1% | . | . | -0.2% | .
O=C(Oc1ccc2ccc(OC(=O)N3CCCCCC3)cc2c1)N1CCCCCC1 | i | 34 | 0.5%[50 µM] | 1.1 | 5% | 2.4% | 10% | 16% | -1.8% | -3%
FC(F)(F)c1cc(-c2ccco2)nc(NCCc2ccccc2)n1 | i | 37 | -0.7% | 1.1 | 17% | 22% | 16% | 20% | 0.1% | 9%
CN(Cc1nc(CCc2ccccc2)no1)Cc1cccs1 | i | 56 | -0.1% | 1 | 2% | 1.9% | 12% | 17% | -0.2% | 7%
CC1(C)CC2CC(C)(CN2C(=S)NC(=O)c2ccccc2Cl)C1 (stereo not drawn) | i | 21 | 0.0% | 1.1 | 9% | 0.5% | 3% | 2% | -1.2% | -2%
COc1cc(CN2CCN(Cc3ccc(C)cc3)CC2)c([N+](=O)[O-])cc1OC | i | 30 | -0.1% | 1 | 0% | 9.2% | 62%* | 26% | -1.6% | -13%
COc1ccc(OC)c(/C=C/C(=O)OCC(=O)Nc2ccc(Cl)c(S(=O)(=O)N(C)C)c2)c1 | i | 45 | 0.0% | 1.1 | 5% | 6.0% | 16% | 21% | -0.5% | 6%
COc1cc2ncc(S(=O)(=O)c3ccccc3)c(N3CCCC(C)C3)c2cc1OC (stereo not drawn) | i | 8 | -0.2% | . | . | 1.7% | . | . | 0.3% | .
COc1ccc(-c2cc(C(F)(F)F)nc(NCc3ccco3)n2)cc1OC | i | 7 | 1.4% | 1 | 5% | 0.7% | 11% | 12% | 0.3% | 1%
CSc1cccc(NC(=O)N2CCN(C)CC2)c1 | i | 55 | 0.2% | . | 8% | 0.9% | . | . | 0.2% | 2%
Cn1cccc1Cc1nnc(SCC(=O)NC2CCCC2)n1-c1ccc(F)cc1 | i | 54 | 0.0% | 1.1 | 1% | -1.1% | -4% | -3% | -0.4% | 12%
CCOc1ccc(-n2c(SCC(N)=O)nc3sc4c(c3c2=O)CCN(C)C4)cc1 | i | 28 | -0.5% | . | 6% | . | . | . | 0.0% | 7%
Cc1cc(C)n2nc(SCc3ncc(-c4ccccc4)o3)nc2n1 | i | 53 | -0.2% | 1.1 | -3% | 1.1% | 13% | 21% | -0.3% | 0%
O=C(NNC(=S)NC(=O)c1ccc(Br)cc1)c1cccc([N+](=O)[O-])c1 | i | 25 | 0.5% | . | . | 4.7% | . | . | 0.2% | .
CC(C)(CNC(=O)c1ccc([N+](=O)[O-])c(Cl)c1)CNC(=O)c1ccc([N+](=O)[O-])c(Cl)c1 | i | 60 | 0.4% | 1 | 6% | 9.3% | -32% | -14% | 2.2% | 8%
Cc1nn2c(NCCN(C)C)c3c(nc2c1-c1ccccc1)CCCC3 | i | 53 | . | . | 10% | . | . | . | -0.8% | 4%
CC(=O)c1ccc(NC(=O)CCCN2C(=O)/C(=C/C(C)=C/c3ccccc3)SC2=S)cc1 | i | 41 | 3.6% | 0.9 | -9% | 13% | 10% | 17% | 2.8% | 5%
CCN1CCc2nc(NC(=O)c3ccc4c(c3)OCCO4)sc2C1 | i | 32 | 0.2% | 1.1 | 33% | -2.1% | 20% | 14% | 0.6% | 14%
Cc1oc(S(=O)(=O)N2CCOCC2)cc1C(=O)Nc1ccc(F)cc1 | i | 38 | 0.3% | . | -2% | 1.2% | . | . | -0.1% | 4%
Cn1c(CNC(=O)C(Cc2ccccc2)NC(=O)c2ccccc2)cc(=O)n(C)c1=O (stereo not drawn) | i | 45 | 1.0% | . | . | 1.9% | . | . | 0.4% | .
O=C(N/N=C/c1ccccc1O)NC12CC3CC(CC(C3)C1)C2 | i | 33 | -0.9%[50 µM] | . | . | 10% | . | . | -1.4% | .
Cc1nnc2sc(-c3ccc(-c4ccc(Cl)c(C(F)(F)F)c4)o3)nn12 | i | 52 | -0.2% | 1 | . | 8.3% | 9% | 3% | 0.4% | .
COC(=O)c1sccc1NC(=O)CC1C(=O)NCCN1C(=O)Nc1ccccc1 (stereo not drawn) | i | 37 | 1.8% | . | 2% | 1.1% | . | . | 0.0% | 4%
O=C(Cn1cc([N+](=O)[O-])cn1)NCC1CCCO1 (stereo not drawn) | i | 41 | -0.5% | 1.1 | 15% | 1.0% | 4% | -2% | 0.1% | -3%
CC(Nc1nc(=S)nc(Nc2ccc(F)cc2)[nH]1)c1ccccc1 (stereo not drawn) | i | 57 | 0.2% | . | . | 17% | . | . | -1.1% | .
O=C(OCC#CCSc1nnc(-c2ccccc2)o1)c1cccs1 | i | 40 | 4.6% | 1.1 | 7% | -0.7% | 6% | 12% | -0.3% | 9%
O=C(NCc1cccs1)C(=O)c1cn(CC(=O)N2CCOCC2)c2ccccc12 | i | 11 | 0.1% | 1 | 6% | -1.2% | -7% | -13% | 0.3% | 5%
CCc1nn(C(CC)C(=O)NCCCc2ccccc2)c(=O)c2cc3occc3n12 (stereo not drawn) | i | 18 | 0.0% | . | . | 11% | . | . | 1.1% | .
CCOc1cc(S(=O)(=O)N2CCCCCC2)ccc1F | i | 36 | -0.5% | 1.2 | 9% | 1.0% | -3% | -9% | 1.4% | -7%
COc1ccc(N2CC(C(=O)N3CCCC(C)C3)CC2=O)cc1 (stereo not drawn) | i | 16 | 3.2%[50 µM] | . | . | 0.8% | . | . | 0.1% | .
CC(=O)N1CCN(C(=S)Nc2cc(S(=O)(=O)N3CCOCC3)ccc2Cl)CC1 | i | 22 | -0.2% | 1.2 | 2% | -0.3% | -33% | -19% | -0.3% | -1%
CCn1cc(C(=O)N[C@@H](CCSC)C(=O)NCCO)c(=O)c2cc3c(cc21)OCO3 | i | 54 | 0.0% | . | . | 0.8% | . | . | -0.4% | .
COc1cc2c(cc1OC)C(C)N(C(=O)c1cc3c(=O)oc4ccc(C)cc4c3s1)CC2 (stereo not drawn) | i | 58 | 11% | 1 | 10% | 2.4% | 2% | 3% | . | 3%
Cc1ccc(-c2csc(NC(=O)C3=NN(c4ccccc4)C(=O)CC3)n2)cc1 | i | 50 | 0.5% | 1.1 | 10% | 9.4% | 4% | 13% | -0.7% | 6%
Cc1ccccc1Cn1c(Cc2ccccc2)nc2ccccc21 | i | 25 | -0.6% | 1.1 | -6% | 9.0% | 0% | 5% | -0.2% | -1%
CCOC(=O)c1c(NC(=O)C[n+]2ccccc2)sc2c1CCCC2 | i | 43 | 10% | 1 | 5% | -0.2% | 3% | 0% | 0.1% | 2%
O=C(Cn1cccc1C(=O)c1ccccc1)NCc1ccccn1 | i | 40 | 1.0% | 1 | 5% | 0.9% | -11% | -18% | 0.0% | 5%
CC(CSc1nc2ccccc2s1)Cn1c(N2CCCC2)nc2c1c(=O)[nH]c(=O)n2C (stereo not drawn) | i | 6 | -0.4% | 1.1 | 13% | 4.7% | 9% | 9% | -0.6% | -2%
CC(=O)N1CCc2cc(S(=O)(=O)Nc3ccccc3N3CCN(C)CC3)ccc21 | i | 31 | -0.4% | 1.2 | -5% | -0.5% | 0% | -2% | 0.4% | 1%
COc1ccc(C(=O)NC2CCN(S(=O)(=O)c3ccccc3)CC2)cc1 | i | 60 | 0.3% | . | . | -0.4% | . | . | -0.8% | .
COc1cc(C(F)(F)F)c(C(=O)N(C)Cc2ccc(Cl)c(Cl)c2)cn1 | i | 32 | -0.9% | . | -1% | 7.4% | . | . | -1.0% | 5%
O=C(Nc1nc2ccccc2s1)c1ccc(Cl)s1 | i | 37 | -8.6% | 1.3 | 0% | -1.1% | -8% | -7% | -0.7% | 5%
CN1Cc2c(N3CCOCC3)nc3sc(C(=O)c4ccccc4)c(N)c3c2CC1(C)C | i | 38 | -0.2% | . | 0% | -1.3% | . | . | 0.8% | 2%
